# HCT116 bCat-KO: beta-catenin-lacking colon tumor cell growth suppression. 140,000 compounds, 1.5% hits. viability, % at 10 µM. HCT116 beta-catenin knockout viability, CellTiter-Glo, 60 h; stronger effect = lower value. AID 818;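 active = viability at or under a set limit, the compound median less 4 SD, cut at about 6% in these data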;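 also: 0% = Hyamine 1622 control at 20 µM and 100% = untreated cell control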
# HCT116 PTEN-null: suppresses growth of cells with PTEN deletion; viability, % at 10 µM; AID 827; HCT116 PTEN-null viability, CellTiter-Glo, 60 h; stronger effect = lower value; 140,000 compounds, 1.2% hits;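 active = viability at or below a set limit, 4 SD under the median of all tested compounds, cut at about 3.7% in these data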;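 also: PTEN knockout HCT116 line with beta catenin targeted HCT116 as companion control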
# E-sel TNF inh: blocks E-selectin expression induced by TNF alpha; inhibition, % at 2 µM; 120,000 compounds, 0.71% hits; HUVEC TNFa-induced E-selectin immunofluorescence, high content; AID 1246;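 active = inhibition above the batch mean plus 3 SD, and confirmed as a hit on visual image review, cut at about 43% in these data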;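 also: 0% = TNF-stimulated DMSO wells and 100% = unstimulated control wells; not every result past the cut was called active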
# Yeast life ext: yeast lifespan extension | inhibition of the nicotinamide effect, % at 10 µM | S. cerevisiae growth with nicotinamide, OD615; deaD strain in restrictive glucose medium | AID 775 | 130,000 compounds, 0.68% hits;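 active = inhibition above a set limit, placed 3 SD over the median of all compounds, cut at about 26% in these data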;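 also: 0% = nicotinamide-treated wells and 100% = cells grown without nicotinamide; some compounds called inactive have numbers as strong as hits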
#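 Assay system: engineered S. cerevisiae DeaD replicative-lifespan strain, galactose-grown log-phase cells; Buffer or medium: CSMM-D glucose medium, restrictive; Probe or stimulus: nicotinamide 1.5 mM; Compound: single dose 10 µM compound, 0.25% DMSO; Schedule: 4 h preincubation then 48 h treatment at 30 °C; Technique: OD615 measurement.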
# Phagocyt inh: macrophage phagocytosis inhibition. 110,000 compounds, 0.07% hits. inhibition, % at 5 µM. J774A.1 macrophage IgG-bead phagocytosis, imaging;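 active = inhibition above the mean of the plate negative controls plus 5 SD, cut at about 13% in these data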;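 also: phagocytic index as fraction of beads internalized from green versus red external bead signal; plate controls were DMSO negative control for no effect and cytochalasin-D positive control for full effect; some results beyond the cut were filed as inactive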
# MRP1 act: activates MRP-1; AID 799; viability increase, % at 10 µM; 140,000 compounds, 0.61% hits; H69AR cells + doxorubicin, viability rescue, CellTiter-Glo;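 active = viability gain under doxorubicin at or above a set limit, the compound median plus 3 SD, cut at about 4.7% in these data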;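 also: MRP-1 overexpressing cells given doxorubicin 25 µM after compound pretreatment; 18-22 h compound pretreatment then 72 h with doxorubicin before readout; 0% = doxorubicin-only wells and 100% = vehicle-treated cells without doxorubicin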
# NPY Y2 blocker: blocks the human neuropeptide Y Y2 receptor. 140,000 compounds, 0.99% hits. inhibition, % at 2.7 µM. AID 793. NPY-Y2 expressing cells, antagonist mode. P49146; in the data active = inhibition above about 17%;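 also: 0% = vehicle with agonist challenge and 100% = reference antagonist with challenge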
# Target sequence (P49146 whole entry, looked up): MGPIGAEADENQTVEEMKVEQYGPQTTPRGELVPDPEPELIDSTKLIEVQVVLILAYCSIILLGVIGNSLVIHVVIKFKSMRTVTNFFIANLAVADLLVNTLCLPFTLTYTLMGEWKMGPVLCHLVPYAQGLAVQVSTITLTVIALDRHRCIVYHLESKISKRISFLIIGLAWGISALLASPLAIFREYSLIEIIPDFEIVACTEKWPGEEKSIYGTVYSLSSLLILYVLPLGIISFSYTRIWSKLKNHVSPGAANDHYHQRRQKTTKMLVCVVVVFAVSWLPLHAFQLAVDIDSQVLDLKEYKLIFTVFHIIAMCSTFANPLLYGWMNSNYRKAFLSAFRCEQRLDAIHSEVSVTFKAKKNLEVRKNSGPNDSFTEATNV
# Measles CPE: protection of cells from measles virus | Measles virus-infected cells, CPE protection, absorbance | protection (pct of control), % at 4 µM | 140,000 compounds, 1.5% hits; in the data active = protection mostly above about 24%, no sharp cut-off; inactive = mostly below about 26%; also: some compounds called inactive have numbers as strong as hits
# BB579 growth dn: reduces growth of yeast BB579 in restrictive medium | inhibition, % at 10 µM | S. cerevisiae BB579 growth, OD615, 48 h | 140,000 compounds, 0.51% hits;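 active = inhibition above a set limit, 3 SD over the mean compound inhibition, cut at about 44% in these data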; also: inactives centre near -24
#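 Test system: DeaD yeast strain BB579 / Buffer or medium: restrictive glucose-based CSMM-D medium / Doses: single 10 µM dose / Schedule: 4 h cell preincubation, 48 h compound exposure, 30 °C humidified / Technique: culture absorbance at 615 nm / Controls: amphotericin B positive control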
# GALR2 blocker: blocks the human galanin receptor 2 | AID 828 | GALR2-expressing cells, antagonist mode | O43603 | inhibition, % at 4 µM | 140,000 compounds, 0.39% hits; in the data active = inhibition above about 27%;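 also: cells stimulated with galanin 1-16 at roughly its EC80; 0% = agonist challenge control and 100% = basal control without agonist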
# Target sequence (O43603 whole entry, looked up): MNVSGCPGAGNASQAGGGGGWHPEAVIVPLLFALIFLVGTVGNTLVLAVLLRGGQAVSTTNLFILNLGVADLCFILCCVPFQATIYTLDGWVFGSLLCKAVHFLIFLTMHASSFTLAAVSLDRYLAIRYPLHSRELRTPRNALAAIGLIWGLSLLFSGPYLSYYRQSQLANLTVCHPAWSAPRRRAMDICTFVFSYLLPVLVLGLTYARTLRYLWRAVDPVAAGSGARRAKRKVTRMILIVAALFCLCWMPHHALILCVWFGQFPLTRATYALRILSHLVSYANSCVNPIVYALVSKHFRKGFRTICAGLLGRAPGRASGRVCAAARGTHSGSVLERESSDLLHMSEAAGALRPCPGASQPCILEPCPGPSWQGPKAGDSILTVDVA
# * hit, by the source's call; x = no result given.
# Start of the data: the first 2 compounds (preview)
SMILES,HCT116 bCat-KO,HCT116 PTEN-null,E-sel TNF inh,Yeast life ext,Phagocyt inh,MRP1 act,NPY Y2 blocker,Measles CPE,BB579 growth dn,GALR2 blocker
CSc1nncc(-c2ccc(F)c(F)c2)n1,51,52,x,-16,x,1.6,3,0,24,1
O=C(Cc1cccs1)NCc1ccccc1F,98,100,0,-10,-1,-0.3,-3,13,-16,2

# The listing, from the first entry:
SMILES,HCT116 bCat-KO,HCT116 PTEN-null,E-sel TNF inh,Yeast life ext,Phagocyt inh,MRP1 act,NPY Y2 blocker,Measles CPE,BB579 growth dn,GALR2 blocker
CSc1nncc(-c2ccc(F)c(F)c2)n1,51,52,x,-16,x,1.6,3,0,24,1
O=C(Cc1cccs1)NCc1ccccc1F,98,100,0,-10,-1,-0.3,-3,13,-16,2
COC(CNC(=O)C(=O)NCC1OCCN1C(=O)c1ccc(Cl)cc1)OC (stereo not given),97,94,21,-2,x,-1.9,1,23,-5,-5
CCOC(=O)CC(=O)CSc1nc(-c2ccc3c(c2)OCO3)cc(C(F)(F)F)c1C#N,89,89,21,5,x,-3.2,0,4,-31,8
CCOC(=O)c1nn(-c2ccc(C)cc2)c(C)c1C(C)=O,92,99,1,-18,1,-1.7,4,25,-20,0
CC(=O)c1ccc2c(c1)CC(C)C(=O)N2C (stereo not given),88,101,x,2,-1,0.9,3,17,-14,0
CCn1c(O)c2ccc(C(=O)N=NC(=O)c3cccnc3)cc2c1O,98,108,-12,-1,4,-0.8,1,3,-38,2
CC1(C(=O)NC(=S)NNC(=O)c2ccncc2)CCCCC1,22,20,3,10,-9,0.2,1,6,-42,0
Cc1ccc(Sc2nnc(-c3ccccc3)cc2C#N)cc1,102,100,-17,-8,x,0.8,4,7,-42,6
COc1ccc(OC)c2c(C)cc(N3CCN(C(=O)c4ccc(Cl)cc4)CC3)nc12,88,77,4,-13,-3,-4.2,4,56*,-30,-1
O=C(Cn1c(COc2ccccc2)nc2ccccc21)Nc1cc(Cl)cc(Cl)c1,74,62,x,-8,-8,-3.5,5,12,-43,-6
O=c1cc(N2CCCCC2)c(-c2ccccc2)nn1Cc1cccc(Cl)c1,19,35,-8,-6,x,-0.4,-1,1,-38,-2
O=S1(=O)CC/C(=N\O)c2ccccc21,85,94,-40,x,x,-0.4,-2,7,-37,9
CCc1ccc(C(c2c(C)nn(-c3ccccc3)c2N)c2c(C)nn(-c3ccccc3)c2N)cc1,61,56,x,1,-4,-4.1,2,5,-13,3
O=C(Nc1nncs1)c1ccc(S(=O)(=O)c2ccccc2)cc1,93,96,3,6,7,-0.9,6,6,-46,-6
CCc1nnc(NC(=O)CN2C(=O)c3ccccc3C2=O)s1,97,102,1,-2,-2,-2.0,2,21,-10,11
O=C(/C=C/c1cccc([N+](=O)[O-])c1)N1CCN(c2ccc(F)cc2)CC1,94,106,x,3,-1,-1.4,6,18,-22,-1
Cc1cc(C)n(-c2cc(N3CCN(C(=O)c4cccc(Br)c4)CC3)ccc2[N+](=O)[O-])n1,75,76,6,-4,x,-3.0,-2,2,-11,-3
CCOC(=O)c1cnc(-n2nc(C)cc2C)nc1NCCO,92,113,2,0,-2,0.9,1,13,-46,0
CN(C)CCn1c(C(=O)O)cc2ccccc21,99,92,1,-6,x,-1.6,0,9,-1,4
CCn1c2ccccc2c2cc(NC(=O)COC(=O)c3cc(S(=O)(=O)N4CCCCC4)ccc3Cl)ccc21,68,62,x,-3,-9,-3.2,3,3,-38,4
CCOc1ccccc1-n1cnc2cc(C(=O)NCc3ccco3)ccc21,86,89,9,-15,x,-4.5,3,3,-9,8
COc1ccc(C(=O)NC(=S)NNC(=O)Cc2cccs2)cc1,33,33,6,2,-4,-0.4,4,1,-33,-17
Nc1cc(N)nc(SCC(=O)N2CCCCC2)n1,90,86,-5,2,0,0.3,2,15,-32,-4
N#CCCN1CCN(C2=NC(=O)C(=C3CCCCC3)S2)CC1,100,103,5,-4,1,-1.1,0,2,-52,-3
O=[N+]([O-])c1ccc(/C=N/N/C(=N/c2ccccn2)c2ccccn2)cc1,104,94,3,-17,x,-0.3,5,9,-60,17
CCn1c(-c2csc3ccccc23)n[nH]c1=S,94,101,x,-2,-15,-0.9,3,26,-18,1
COc1ccccc1-c1nnc(NC(C)=O)s1,85,92,25,-23,2,-2.9,1,5,-17,3
O=C1c2ccsc2SCCN1Cc1cccc(Cl)c1,86,73,-6,-7,0,-4.1,4,4,11,1
Cc1cccc2cc(C(c3nnnn3CC3CCCO3)N3CCCC4(CCCCC4)C3)c(=O)[nH]c12 (stereo not given),92,87,-6,29,x,-0.6,0,2,-34,0
COc1c(Cl)cc(C(=O)Nc2ccccc2-c2ccccc2)cc1Cl,76,67,x,-28,x,-1.0,9,5,-26,4
CCCCC(=O)Nc1nnc(SCC(=O)N2CCN(c3ccccc3OC)CC2)s1,99,97,-56,-8,0,0.2,3,0,3,7
Cc1nc2sc3c(c2c2nnc(SCC(=O)NCc4ccco4)n12)CCCC3,91,80,-4,-14,0,-2.3,9,3,-36,-13
Cc1nn(-c2ccccc2)c(C)c1C(=O)OCC(=O)c1c(N)n(CC(C)C)c(=O)n(C)c1=O,23,22,-4,-9,1,0.3,4,10,-44,14
O=C(Nc1cc(Cl)ccc1O)c1cc2n(n1)C(C(F)(F)F)CC(c1ccc3c(c1)OCO3)N2 (stereo not given),30,27,-17,-11,-1,-0.6,-3,7,-33,4
COc1cc(/C=N/NC(=O)CNC(=O)c2ccccc2)ccc1OC(=O)c1cccs1,92,102,-41,-22,-3,1.6,0,6,-9,-4
Cc1ccc(C(=O)c2cc3c(cc2N)OCCO3)cc1,65,72,-45,-6,0,-3.5,0,11,-25,1
Cc1ccc(-n2nc3c(=S)[nH]nc(C)c3c2C)cc1,90,112,-29,-11,0,-1.0,2,13,-56,-12
COc1cccc(CSc2nnc(-c3ccc(F)cc3)o2)c1,95,101,19,-7,-1,-0.3,9,14,-27,-9
Cc1ccc(-n2ncc3c(=O)n(CC(=O)Nc4cccc(Cl)c4)cnc32)cc1C,76,79,25,-18,-1,-2.0,1,17,-36,-5
Cc1ccc(S(=O)(=O)N2CCCCC2)cc1NC(=O)COC(=O)Cc1c(F)cccc1Cl,85,97,x,-8,-1,-2.3,0,5,-4,10
O=C(O)CN1C(=O)c2ccc(Oc3cccc4c3C(=O)N(CC(=O)O)C4=O)cc2C1=O,96,78,1,-15,-3,-2.4,8,19,-22,-4
NC(=O)C1CCN(C(=O)c2cc3ccccn3n2)CC1,92,95,x,0,0,-0.2,1,8,20,18
CC(=O)/C(=N\Nc1cccc(Cl)c1)Sc1nnc(-c2ccccc2)n1-c1ccccc1,68,57,x,0,-9,-3.0,10,27,-26,-8
O=C(C(Cc1ccccc1)N1C(=O)c2ccccc2C1=O)N1c2ccccc2CCc2ccccc21 (stereo not given),40,44,x,8,-10,2.4,4,8,-6,-8
COc1ccc2[nH]c(C)c(C(=O)CN3CCN(C(=O)c4ccco4)CC3)c2c1,94,106,x,-6,0,-3.3,-1,17,-5,-3
COc1cccc(CN2CCN(c3ncccn3)CC2)c1,89,95,22,-3,-2,0.1,0,17,-40,10
O=C1CSC(c2cn(-c3ccccc3)nc2-c2cc3ccccc3oc2=O)N1Cc1cccnc1 (stereo not given),78,75,5,-16,0,-5.7,0,31,-2,-7
COc1cc2c(cc1OC)CN(C(=O)CSc1nc3[nH]ncc3c(=O)n1-c1ccccc1)CC2,87,92,x,-6,0,-0.2,3,21,-10,5
Cc1ccc(N2C(=O)CSC2c2c(F)cccc2Cl)cc1 (stereo not given),80,81,22,1,-2,-1.4,4,6,-49,-7
# The listing continues.
SMILES,HCT116 bCat-KO,HCT116 PTEN-null,E-sel TNF inh,Yeast life ext,Phagocyt inh,MRP1 act,NPY Y2 blocker,Measles CPE,BB579 growth dn,GALR2 blocker
CCCNC(=O)c1ccc(C2SCC(=O)N2Cc2ccccc2)cc1 (stereo not given),94,101,x,6,-1,-0.2,3,8,-27,14
CCCC(=O)Nc1ccc(Cl)c(NC(=O)c2ccco2)c1,93,100,-39,-38,0,-0.8,-1,5,9,0
Fc1ccc(N2CCN(c3ncnc4c3nnn4Cc3ccccc3Cl)CC2)cc1,72,78,-1,x,x,5.0*,0,2,1,13
O=C(NC1CCc2ccccc21)C1CCN(S(=O)(=O)c2ccc(Cl)cc2)CC1 (stereo not given),85,89,-26,2,-2,-1.3,0,17,2,17
CCN1CCCC1CNC(=O)c1cc(NC(C)=O)c(N(C)C)cc1OC (stereo not given),97,93,13,-21,x,-0.7,1,16,-18,-6
Cc1ccc(C)c(NC(=O)C2CCCN2C(=O)OC(C)(C)C)c1 (stereo not given),88,81,x,-4,-1,-0.6,6,7,3,0
O=C(NNS(=O)(=O)c1ccc(CCCl)cc1)C(O)(c1ccccc1)c1ccccc1,92,100,-31,2,-9,-1.8,0,32,-28,-19
Cc1cc(NC(=O)CCN2C(=O)C3C4CCC(C4)C3C2=O)cc(C)c1Br (stereo not given),66,76,x,x,x,-3.0,2,21,-8,-10
Cc1occc1-c1nnc(SCC(=O)NCc2ccc3c(c2)OCO3)n1CC(C)C,90,87,-2,-15,-2,-0.9,5,4,-23,5
COc1ccc(Oc2coc3cc(OC(=O)c4cncc(Br)c4)ccc3c2=O)cc1,102,109,x,-7,0,-0.6,2,6,-16,8
O=C(NC1CCN(Cc2ccccc2)CC1)c1ccccc1F,86,99,-13,-13,x,-0.5,2,9,-13,21
Cc1ccc(F)cc1NC(=O)c1ccc(NS(=O)(=O)c2ccc(Br)s2)cc1,85,92,x,-1,-15,-1.4,5,12,-44,1
O=C(Cn1nc(-c2ccccc2)nc1-c1ccccc1)N1CCOCC1,97,98,12,-2,-1,-1.5,3,3,-25,2
CN(C)S(=O)(=O)N(CCN1CCOCC1)Cc1ccccc1F,93,87,x,0,-2,-2.5,2,15,-33,-10
CC(C)C1CC(O)(C2(O)CCCCC2)ON1 (stereo not given),79,81,x,-10,-5,-3.9,3,10,-29,16
COc1ccc(C2C(C(C)=O)=C(O)C(=O)N2CCO)c(OC)c1 (stereo not given),104,107,-33,-14,-1,-0.9,2,1,-29,-4
COc1cc(CNC2CCCCCC2)cc(OC)c1OC,101,99,-34,-6,1,-1.3,3,9,-10,0
CN(C)CCCNS(=O)(=O)c1cc(Cl)ccc1Cl,100,95,16,-1,-1,-2.6,1,5,-23,-5
O=C(NCCCN1CCCC1)C1CCN(C(=O)c2cc3sccc3n2Cc2ccc(F)cc2)CC1,70,72,x,-11,0,-4.5,-1,5,-10,-11
Cc1oc(-c2ccc(Cl)cc2)nc1CN1CCC(C(=O)NCCCN2CCCC2=O)CC1,85,95,6,-10,x,-2.5,2,2,-22,-11
CSc1nc(NCC(C)C)nc(N2CCOCC2)n1,86,98,13,-10,-1,-0.5,5,36*,-45,-7
C=CCN(c1ccccc1)S(=O)(=O)c1cccc(C(=O)Nc2nc3ccccc3[nH]2)c1,81,81,-22,15,x,-1.9,5,6,-38,5
